LmPK inh: inhibitors of Leishmania mexicana pyruvate kinase. Q27686. purified LmPK, Kinase-Glo ATP luminescence, 1 h. Potency, µM (highest dose often 57.5 µM), for the others: top-dose activity change, negative = inhibition, usual class: inhibitors. actives 0.37% (n = 290,000). AID 1721
Target sequence (Q27686 whole entry, looked up): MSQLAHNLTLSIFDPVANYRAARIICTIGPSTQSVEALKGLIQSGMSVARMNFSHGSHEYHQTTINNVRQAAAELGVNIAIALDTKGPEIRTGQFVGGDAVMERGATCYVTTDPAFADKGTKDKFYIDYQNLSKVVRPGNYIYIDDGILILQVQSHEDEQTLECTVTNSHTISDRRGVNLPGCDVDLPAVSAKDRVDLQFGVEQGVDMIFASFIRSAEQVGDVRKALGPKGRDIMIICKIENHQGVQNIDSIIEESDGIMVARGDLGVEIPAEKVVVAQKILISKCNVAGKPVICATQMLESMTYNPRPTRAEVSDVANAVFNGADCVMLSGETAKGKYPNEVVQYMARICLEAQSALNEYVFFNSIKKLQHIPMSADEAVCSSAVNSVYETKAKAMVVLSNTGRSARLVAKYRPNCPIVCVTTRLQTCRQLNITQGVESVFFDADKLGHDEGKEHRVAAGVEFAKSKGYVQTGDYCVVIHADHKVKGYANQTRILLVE
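0.1 nM LmPK, 0.5 mM PEP, 0.1 mM ADP; 50 mM imidazole pH 7.2, 7 mM MgCl2, 50 mM KCl; 1 h RT. Kinase-Glo luminescence readout, normalized to no-enzyme (full inhibition) and uninhibited wells.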
HCV inhibitor: inhibitors of hepatitis C virus infection; Huh7.5.1 HCVcc-Cre infection, luciferase reporter, 44 h; Potency, µM (highest dose often 41.8 µM), for the others: at the top dose activity change, negative = inhibition, most hits filed as inhibitors; actives 3.4% (n = 340,000); AID 651820
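HCVcc-Cre virus at an moi near 0.5 was added right after compound to cells cultured 4 h from seeding (1,000 cells/well). Luciferase activity was determined 44 h later, 15 min after substrate addition at RT.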
Sm TGR inh: S. mansoni TGR enzyme inhibition | Q962Y6 | purified TGR, DTNB reduction, TNB absorbance 405 nm | Potency, µM (series often up to 114 µM), inactives show at the top dose activity change, negative = inhibition, hits mostly inhibitors | actives 3% (n = 360,000); note: nearly all actives have a fitted effect of over 60% in size
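First, TGR (20 nM dispensed) and NADPH were mixed with compound. Second, a 15 min room-temperature incubation followed. Third, further NADPH and then DTNB were added to start the reaction. Finally, TNB absorbance was monitored kinetically.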
Pf growth 48h: inhibits P. falciparum growth in the first generation, 48 h. actives 5.9% (n = 310,000). P. falciparum luciferase growth in erythrocytes, 48 h. Potency, µM (top dose mostly 28.7 µM), for the others: top-dose activity change, negative = inhibition, usual class: inhibitors
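Firefly luciferase activity from engineered P. falciparum reports growth; inhibitors lower the luminescent signal. Cultures contained 2% hematocrit erythrocytes at 0.1% final parasitemia.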
Pf growth 96h: P. falciparum growth inhibition at 96 hour, primary screen for plastid delayed-death inhibitors; Potency, µM (highest dose often 28.7 µM), without a hit: top-dose activity change, negative = inhibition, hits mostly inhibitors; AID 504834; actives 6.9% (n = 320,000); P. falciparum luciferase reporter growth, 96 h
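Compounds incubated with erythrocytes infected by luciferase-expressing P. falciparum (2% hematocrit, 0.05% parasitemia final) for 96 hours, 37 C in 5% CO2. Growth inhibition scored as decreased luciferase luminescence.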
Tb PYK inh: inhibitors of Trypanosoma brucei pyruvate kinase | Potency, µM (series often up to 76.8 µM), for the others: at the top dose activity, negative = inhibition, actives largely listed as inhibitors | actives 0.12% (n = 410,000) | TbPYK enzyme, Kinase-Glo Plus ATP luminescence, 45 min; note: nearly all actives have a fitted effect of over 50% in size
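Screened from lowest to highest concentration, compounds were pinned into TbPYK/substrate mixtures, and ADP (130 uM final) was added. Plates sat at room temperature for 45 min prior to Kinase-Glo Plus detection by luminescence.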
The depositor's hits bear a star; u = inconclusive; x = not tested or not shown; & = joins results of further samples; [ ] = remark or other dose. Calls come from the whole dose curve; as a rule, active = well fitted curve in the direction sought with a large enough effect; inconclusive = small, poorly fitted or top-dose-only effect, or another doubt; inactive = no such curve, though single readings can be large; an effect the other way counts as inactive or inconclusive. % is set by controls: 0 for no effect and ±100 for the full control effect; potency is the fitted concentration of half-maximal effect.

smiles	HCV inhibitor	Pf growth 96h	Pf growth 48h	Sm TGR inh	Tb PYK inh	LmPK inh
COCCn1c(SCC(=O)c2c(N)n(C3CC3)c(=O)[nH]c2=O)nnc1-c1ccc(Cl)cc1	2%	-2%	-4%	-6%	u	x
O=S(=O)(N/N=C/c1cccnc1)c1ccc(Cl)c(Cl)c1	4%	34%[activator]	30%	-26%	2%	11%
COc1ccc(C)cc1S(=O)(=O)n1nc(C)cc1C	-10%	8%	-6%	-1%	-4%	-4%
Cn1nc(C(F)(F)F)c2cc(C(=O)Nc3ccc(F)cc3F)sc21	u	-23%	u	2%	-2%	4%
Cc1ccc(S(=O)(=O)CCC(=O)OCC(=O)NCCc2ccccc2)cc1	-5%	12%	u	-18%	3%	x
COc1ccc(OC2OC3COC(c4ccco4)OC3C(O)C2NC(C)=O)cc1 (stereo not given)	-9%	-7%	17%	-22%	3%	-1%
CN1C(N)=NC(=O)/C1=C\c1ccc(Br)cc1	3%	-15%	1%	u	-14%	2%
COc1ccc(NC(=O)NN2CCOCC2)cc1OC	-1%	-1%	10%	x	3%	-3%
COc1ccccc1N(CC(=O)Nc1ccccc1C(=O)N1CCOCC1)S(C)(=O)=O	16%	0%	8%	2%	-1%	0%
COc1ccccc1N1CCN(C(=O)c2ccc(Br)s2)CC1	u	2%	x	0%[11.4 µM]	4%	21%

Exported as labelled records: entries from further up
canonical_smiles: O=S(=O)(N/N=C/c1cccnc1)c1ccc(Cl)c(Cl)c1
  HCV inhibitor: 4%; Pf growth 96h: 34%[activator]; Pf growth 48h: 30%; Sm TGR inh: -26%; Tb PYK inh: 2%; LmPK inh: 11%

canonical_smiles: COc1ccc(OC2OC3COC(c4ccco4)OC3C(O)C2NC(C)=O)cc1 (stereo not given)
  HCV inhibitor: -9%; Pf growth 96h: -7%; Pf growth 48h: 17%; Sm TGR inh: -22%; Tb PYK inh: 3%; LmPK inh: -1%

canonical_smiles: Cc1ccc(S(=O)(=O)CCC(=O)OCC(=O)NCCc2ccccc2)cc1
  HCV inhibitor: -5%; Pf growth 96h: 12%; Pf growth 48h: u; Sm TGR inh: -18%; Tb PYK inh: 3%; LmPK inh: x

Next compounds
smiles	HCV inhibitor	Pf growth 96h	Pf growth 48h	Sm TGR inh	Tb PYK inh	LmPK inh
O=C(CSc1ncn[nH]1)NCc1ccccc1Cl	-4%	21%	30%	-6%	6%	-1%
COCCCNC(=O)c1cccs1	-11%	x	8%	-2%	0%	-2%
O=C(Nc1cccnc1)c1ccccc1Cl	5%	-7%	6%	-6%	-11%	-2%
CCN1C(=S)SC(=O)C1=C1C=C(C)OC(C)=C1	8%	-10%	x	-14%	-10%	0%
Cc1ccc(C(=O)COC(=O)CCC(=O)Nc2cc(Cl)ccc2Cl)cc1[N+](=O)[O-]	28%	0%	2%	32%	-6%	1%
COc1ccc(-c2ccc([C@H]3[C@H]4C=CC[C@@H](C)[C@@H]4C(=O)N3Cc3ccccc3)c(F)c2)cc1C	20%	u	10µM*	-24%	-3%	3%
COc1ccc(C/C(N)=N/OC(=O)COc2ccccc2C)cc1	-12%	6%	-7%	1%	3%	5%
Cc1nnc2ccc(-c3ccc(NC(=O)c4ccc(Cl)nc4)cc3)nn12	x	-46%[1.15 µM]	-14%	3%	x	2%
O=C1CCCCCN1CSc1nc2ccccc2s1	-15%	1%	-8%	-29%	6%	-1%
COc1cccc(NC(=O)Nc2ccc3c(c2)nc(C)n3C)c1	u	41%[activator]	111%[activator]	23%	-8%	u

Additional entries
smiles	HCV inhibitor	Pf growth 96h	Pf growth 48h	Sm TGR inh	Tb PYK inh	LmPK inh
Cc1oc2c(CN3CCCC3)c(O)ccc2c(=O)c1-c1ccccc1	1%	12µM*	u	-8%	3%	2%
O=P(OC1CCCCC1)(OC1CCCCC1)C(O)c1ccc(Cl)cc1Cl (stereo not given)	-25%	x	1.9µM*	6%	11%	6%
O=C(Oc1ccccc1)c1ccccc1OS(=O)(=O)c1ccccc1	-9%	x	1%	-2%	3%	-4%
CCOc1ccc(/C=N/n2nnnc2N)cc1O	5%	u	u	15%	-13%	2%
CC(C)(CN=C1NS(=O)(=O)c2ccccc21)CNC(=O)CN1C(=O)c2ccccc2C1=O	7%	-2%	0%	-2%	-2%	-5%
CC1(C)Cc2c(ccc3ccccc23)/C(=C/C#N)N1	u	0%	0%	45µM*	-8%	-3%
Cc1ccc2c(c1)N(CC(=O)NC1CCCCCC1)C(=O)c1cccnc1O2	8%	-13%	u	0%	-2%	0%
O=C1NN(c2ccc(F)cc2)C(=O)/C1=C\c1cnn(-c2ccccc2)c1	x	31%[activator]	32%[activator]	x	x	1%
COC(=O)/C=C/c1ccsc1NC(C)=O	9%	20%	-10%	1%	0%	5%
CC1(C)C(=O)OC(/C=C\c2ccccc2)C(C)(C)C1=O (stereo not given)	7%	13%	-21%[5.75 µM]	4%	0%	-2%

Next records follow:
smiles	HCV inhibitor	Pf growth 96h	Pf growth 48h	Sm TGR inh	Tb PYK inh	LmPK inh
CC(C)OC(=O)C1=C2SCC(=O)N2C(N)=C(C#N)C1	16%	3%	11%	0%	-4%	2%
O=C(CSc1nc2ccccc2[nH]1)NCCc1ccc(Cl)cc1	3%	-21%	-9%	-7%	-5%	2%
CC1(C)Cc2cccc(OCC(=O)OCc3nnc(-c4ccccc4)o3)c2O1	0%	-25%	-20%	5%	10%	x
CCCc1cc(-c2ccc(O)c(OCC)c2)c(C#N)c(N)n1	u	u	u	6%	-5%	4%
O=C(CN1C(=O)c2ccccc2S1(=O)=O)Nc1ccccc1C(=O)NCc1ccco1	7%&10%	x	5%	0%	3%	3%
Cc1cc(NC(=O)NC2(C(F)(F)F)Oc3ccc(Cl)cc3O2)no1 (stereo not given)	u	-11%	u	-21%	-4%	1%
Cc1cccc(C)c1OCc1cc(C(=O)N2CCN3CCCC3C2)no1 (stereo not given)	x	34%[activator]	-2%	-1%	3%	-7%
COc1ccc(CN2CCC(C(=O)c3ccc(F)cc3)CC2)cc1	-10%	-5%	-15%	-12%	-18%	-1%
Cn1nc(C(=O)NCc2ccc(Cl)cc2)c2c1-c1ccccc1S(=O)(=O)C2	-3%	-24%	u	11%&-1%	2%&-4%	3%
CCCC[C@H](CC)CN1CN(C[C@@H](CC)CCCC)CC(C)(N)C1	x	u	-20%[12.8 µM]	x	5%[33.2 µM]	x

Later entries.
smiles	HCV inhibitor	Pf growth 96h	Pf growth 48h	Sm TGR inh	Tb PYK inh	LmPK inh
COc1ccc(N2CCN(C(=O)C3CCCN(c4ncnc5c4nc4n5CCCCC4)C3)CC2)cc1 (stereo not given)	u	4%	12µM*	2%	3%	0%
CCOc1ccc(NC(=O)Nc2cc(OCC(F)(F)F)cc(OCC(F)(F)F)c2)cc1	u	1.9µM*	0.83µM*	3%	3%	2%
CC(C)C1N=C2c3ccccc3N=C(SCc3cc(=O)n4cc(Cl)ccc4n3)N2C1=O (stereo not given)	u	u	1%	4%	4%	1%
COc1cc(CCC(=O)N2CCN(c3ccccc3)CC2)cc(OC)c1OC	-10%	-4%	-9%	-4%	-5%	-2%
COc1cccc(CN2CC(C(=O)N3CCCC3)CCC2=O)c1 (stereo not given)	15%	u	3%	-8%	1%	-14%
COc1ccc(NC(=O)CC2C(=O)N(c3cccc(C)c3)C(=O)N2C2CCCCC2)cc1 (stereo not given)	2%	-5%	-17%	5%&3%	-1%&1%	2%
CC(=O)Cc1nsc(NC(=O)c2cc(-c3ccccc3Cl)oc2C)n1	-23%	-15%	x	-1%	2%	5%
COc1cccc(NC(=O)CN(C)C(=O)CSC(=S)N2CCCC2)c1	7%[8.37 µM]	0%	7%	1%	-1%	x
CCSc1nnc(NC(=O)CN2C(=O)N(C)C3(CCCCC3)C2=O)s1	42%[activator]	34%[activator]	-26%	0%	-10%	x
COc1ccc(N2CCN(C(=S)Nc3ccc(C)cc3)CC2)cc1	-1%	u	8%	-1%	0%	1%

Additional structures follow.
smiles	HCV inhibitor	Pf growth 96h	Pf growth 48h	Sm TGR inh	Tb PYK inh	LmPK inh
COc1ccc(OCC(O)CN(C)C(=O)/C=C/c2cccc([N+](=O)[O-])c2)cc1 (stereo not given)	-7%	u	19%	x	-2%	-1%
Cc1[nH]c2ccccc2c1C(=O)COC(=O)C1CC(=O)N(Cc2ccccc2)C1 (stereo not given)	u	x	-3%	4%	-9%	0%
O=C(Cn1cccn1)N1CCCC(Nc2ccc(F)c(F)c2)C1 (stereo not given)	16%	4%	3%	-13%	-7%	-5%
CCOCCCn1c(=S)[nH]c2cc(C(=O)NCCc3ccccc3)ccc2c1=O	u	u	28%	-24%	-1%	-2%
CCOC(=O)C1CCCN(C(=O)c2ccc3oc(Cc4ccccc4)nc3c2)C1 (stereo not given)	-9%	16%	-5%	-14%	0%	-11%
Cc1cc2ccccc2n2c(SCC(=O)NCC3CCCO3)nnc12 (stereo not given)	0%	13%	-6%	x	-21%	0%
O=Cc1ccccc1OCc1ccc2c(c1)OCO2	13%	u	21%	9%	u	-4%
FC(F)(F)c1ccc(C2[C@H]3CN(Cc4ccc(-c5ccccc5)cc4)[C@H](c4ccccc4)C34CC2(c2ccccc2)C4)cc1 (stereo not given in full)	-2%[8.37 µM]	-99%	u	50µM*	4%	-1%
O=S(=O)(c1ccccc1)c1cnn2c(C(F)(F)F)cc(-c3ccccc3)nc12	u	59%[activator]	2%	u	-10%	6%
CC(NC(=O)CCNC(=O)c1ccccc1Cl)C1CC2CCC1C2 (stereo not given)	-6%	-24%	5%	-18%	-10%	-3%

Record cards (already shown). Values in the order: HCV inhibitor | Pf growth 96h | Pf growth 48h | Sm TGR inh | Tb PYK inh | LmPK inh
`CCOCCCn1c(=S)[nH]c2cc(C(=O)NCCc3ccccc3)ccc2c1=O` is listed with u | u | 28% | -24% | -1% | -2%
`O=S(=O)(c1ccccc1)c1cnn2c(C(F)(F)F)cc(-c3ccccc3)nc12` is listed with u | 59%[activator] | 2% | u | -10% | 6%
`Cc1[nH]c2ccccc2c1C(=O)COC(=O)C1CC(=O)N(Cc2ccccc2)C1` (stereo not given) is listed with u | x | -3% | 4% | -9% | 0%
`FC(F)(F)c1ccc(C2[C@H]3CN(Cc4ccc(-c5ccccc5)cc4)[C@H](c4ccccc4)C34CC2(c2ccccc2)C4)cc1` (stereo not given in full) is listed with -2%[8.37 µM] | -99% | u | 50µM* | 4% | -1%

Later entries:
smiles	HCV inhibitor	Pf growth 96h	Pf growth 48h	Sm TGR inh	Tb PYK inh	LmPK inh
COc1ccc(C2=C(c3ccc([N+](=O)[O-])cc3)C(=O)OC2)cc1	13%	u	-19%	-5%	-5%	1%
CCNC(=S)Nc1ccc(Cl)c([N+](=O)[O-])c1	u	-25%	-17%	2%	0%	9%
Cc1c(N=Cc2c(O)n(Cc3ccccc3)c(=O)[nH]c2=O)c(=O)n(-c2ccccc2)n1C	30%[activator]	-26%	10%	-1%	-6%	-2%
CNS(=O)(=O)c1cccc(C(=O)OCC(=O)c2c(N)n(C)c(=O)n(C)c2=O)c1	u	u	u	1%	1%	-1%
Cc1ccc(-c2cc(C(=O)NCc3ccc4c(c3)OCO4)no2)cc1	14%	1%	21%	3%	1%	5%
CSc1ccc(C(=O)C2CCCN(Cc3cc4ccccc4[nH]3)C2)cc1 (stereo not given)	u	-18%	u	-9%	-5%	7%
Cc1nc(NC(=O)CSc2nc3ccccc3s2)sc1C(=O)N(C)C	-26%	u	4%	0%	4%	8%
O=C(/C=C/Nc1ccc(S(=O)(=O)Nc2ncccn2)cc1)c1cccs1	7%	49%[activator]	41%[activator]	-14%	3%	5%
CCC(CC)c1nnc(NC(=O)c2c(-c3ccccc3)noc2C)s1	23%	-5%	x	-4%	-6%	12%

Bioassay records as filed in PubChem BioAssay.
